C8 TRAIL sens: sensitizes caspase-8 expressing cells to TRAIL; NB7+C8 cells + TRAIL, ATPlite viability luminescence; AID 624354; inhibition (viability loss, TRAIL sensitization), % at 10 µM; 360,000 tested, 1% active;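 active = compounds causing at least 50% loss of cell viability in the single-dose screen, relative to plate controls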
NR2E3 ag-1: NR2E3 (human) agonism | Q9Y5X4 | GST-NR2E3/biotin-RetCOR TR-FRET, 1536-well | inhibition of corepressor binding, % at 4.78 µM | 320,000 tested, 0.12% active | AID 2300;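 active = percent inhibition above the cutoff of mean plus 3 SD of all tested compounds, set per screening campaign, cut at about 20% in these data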;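 note: 0% = DMSO wells and 100% = biotin wells as full block of FRET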
Target sequence (Q9Y5X4 whole entry, looked up): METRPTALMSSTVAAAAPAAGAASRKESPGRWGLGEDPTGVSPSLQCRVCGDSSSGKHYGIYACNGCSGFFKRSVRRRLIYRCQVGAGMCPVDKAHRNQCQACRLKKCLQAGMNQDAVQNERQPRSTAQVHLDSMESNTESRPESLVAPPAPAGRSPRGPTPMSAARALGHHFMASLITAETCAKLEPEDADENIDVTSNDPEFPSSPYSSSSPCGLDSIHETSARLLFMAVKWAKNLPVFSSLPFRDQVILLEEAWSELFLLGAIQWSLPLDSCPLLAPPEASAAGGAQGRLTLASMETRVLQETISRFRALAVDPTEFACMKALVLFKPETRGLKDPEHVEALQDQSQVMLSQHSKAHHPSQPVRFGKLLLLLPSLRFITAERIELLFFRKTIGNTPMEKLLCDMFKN
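Test system – NR2E3–RetCOR corepressor complex · Quantity – NR2E3 fusion 1.35 nM · Buffer or medium – Tris pH 7.5 · Incubation – Compound–protein incubation for 5 h at 4 °C · Technique – TR-FRET, Eu(K)-anti-GST donor, streptavidin-D2 acceptor, ex 340, em 617/671 nm · Evaluation – percent inhibition of 671/617 nm emission ratio versus biotin and DMSO controls · Plate – 1536-well format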
Shn3 3UTR inh: reduces Shn3 3'UTR luciferase signal in osteoblasts; Clone20 osteoblast Shn3 3'UTR firefly luciferase, 24 h; inhibition, % at 12.5 µM; 360,000 tested, 0.52% active; AID 588674;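 active = mean inhibition of at least 75% with every replicate also reaching 75%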;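 note: 0% = median of neutral control wells and 100% = pilot-screen positive control compound; some compounds past the cut are filed as inactive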
Peg3 promoter: inhibitors of Peg3 promoter; HeLa PEG-Prom luciferase reporter, luminescence, overnight; AID 588405; inhibition, % at 20 µM; 360,000 tested, 1.7% active;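 active = inhibition of at least 50% at 20 µM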
KKLEB cytotox: reduces viability of KKLEB cystic fibrosis airway cells | KKLEB CF airway cells viability, ATPlite luminescence, overnight; hits give low values; cells stimulated with P. aeruginosa culture filtrate | activity change (cytotoxicity), % at 5 µM | 360,000 tested, 0.36% active;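 active = corrected activity change at or below -50% at 5 µM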
TROY NFkB inh: inhibitors of TROY-dependent NF-kB signaling. 360,000 tested, 0.98% active. AID 1347056. inhibition, % at 10 µM. Q293 LMP1-TROYcd NF-kB luciferase reporter, 4 h;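 active = compounds whose plate-normalised and pattern-corrected inhibition of the luciferase reporter signal at the single screening dose is 50% or more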
CF NFkB block: cystic fibrosis NF-kB activation inhibition. KKLEB NF-kB-GFP reporter, PAF-induced, GFP fluorescence overnight. 360,000 tested, 0.86% active. inhibition, % at 5 µM;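 active = at least 50% inhibition at 5 µM, scaled per plate between neutral and stimulator controls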;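 note: PAF is a Pseudomonas aeruginosa culture filtrate used as stimulus; plate controls were PAF-stimulated DMSO wells for no effect and unstimulated DMSO wells for full effect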
NR2E3 ag-2: human photoreceptor-specific nuclear receptor agonism | AID 602229 | CHO-S Gal4-NCOR/VP16-NR2E3 two-hybrid, luciferase | 360,000 tested, 0.35% active | inhibition of corepressor binding, % at 3.98 µM;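 active = inhibition above the mean of all tested compounds plus 3 SD, cut at about 70% in these data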;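 note: 0% = DMSO with NR2E3 transfected cells and 100% = cells lacking NR2E3 construct; higher means lower luciferase signal from less NR2E3 corepressor binding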
MITF TRPM1 inh: MITF TRPM1 promoter inhibition in SK-MEL-5 cells; SK-MEL-5 TRPM1 promoter luciferase, 24 h; inhibition, % at 12.5 µM; 330,000 tested, 0.83% active; AID 488899;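 active = mean inhibition across replicates of 60% or more, whatever share of single replicates reaches that level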; note: values of inactives mirror those of a sister screen read the other way
HIF-2a inh: HIF-2a inhibition; 360,000 tested, 0.72% active; inhibition, % at 18.8 µM; 786-0 RCC cells HIF-2a reporter, luciferase luminescence, overnight;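 active = inhibition of the luminescence signal of 40% or more relative to plate controls, in a single-dose primary screen at 18.75 µM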
TWEAK Fn14 block: TWEAK-Fn14 signaling inhibition | inhibition, % at 10 µM | TWEAK-stimulated Fn14 reporter cells, luciferase luminescence, 8 h | 360,000 tested, 2% active | AID 1159606; in the data active = inhibition above about 50%
An asterisk follows results filed as active; . = not tested or not shown; & = joins results of further samples. An excerpt; count on the stated rates, not on these rows.

SMILES	C8 TRAIL sens	NR2E3 ag-1	Shn3 3UTR inh	Peg3 promoter	KKLEB cytotox	TROY NFkB inh	CF NFkB block	NR2E3 ag-2	MITF TRPM1 inh	HIF-2a inh	TWEAK Fn14 block
CCN(C[C@H]1N[C@@](C)(C(=O)OC)[C@H]2C(=O)N(C)C(=O)[C@@H]12)C(=O)COc1ccccc1	-10	.	-25	-12	3	-7	-8	-2	3	4	-5
Cc1ccc(/C(O)=C2\C(=O)C(=O)N(c3cc(C)on3)C2c2cccc(Br)c2)cc1 (stereo unspecified)	0	-1	8	8	9	-5	4	4	1	5	17
O=C1OCc2cc(NC(=O)C34CC5CC(CC(C5)C3)C4)ccc21	14	-3	3	7	0	-16	0	-4	-3	-23	0
CCC(C)N=C1CC(C)(C)CC(=O)/C1=C(/O)Cc1ccccc1 (stereo unspecified)	9	-1	-18	3	4	-6	-12	3	2	20	13
O=S(=O)(NC1CCCCC1N1CCN(c2ccc(F)cc2)CC1)c1ccc(Cl)cc1 (stereo unspecified)	3	3	57	19	-12	17	7	-1	-6	1	-4
Cc1ccccc1NC(C)C(=O)N/N=C/c1c[nH]c2ccccc12 (stereo unspecified)	-1	0	-1	24	-3	9	24	-2	5	8	6
COc1ccc(S(=O)(=O)Nc2cc3c4c(c2)CCN4C(=O)CC3)cc1OC	1	-1	-10	-12	7	-1	1	4	-11	3	-19
O=C(Nc1ccccc1N1CCOCC1)c1ccc([N+](=O)[O-])cc1	-14	-1	-24	3	8	2	15	-12	4	17	10
c1cnc2cc(-c3ccsc3)ncc2c1	6	3	-27	-121	0	-54	-20	-35	-38	-154	-11
CCCOc1ccc(/C(O)=C2/C(=O)C(=O)N(CCN(C)C)C2c2ccncc2)cc1 (stereo unspecified)	-9	1	5	16	-21	4	-4	-31	4	11	11
CC(=O)N(c1cc(C)ccc1C)c1ccccc1[N+](=O)[O-]	-10	.	11	10	9	-6	1	34	1	13	2
CCC(C(=O)NCc1ccco1)N(C(=O)CNS(=O)(=O)c1ccccc1)c1ccc(F)cc1 (stereo unspecified)	11	2	9	14	16	-1	-9	7	2	18	10
Cc1ccc(CCNS(=O)(=O)c2c(C)nc3sccn3c2=O)cc1	-4	-5	-4	-16	-17	-2	12	-15	.	10	4
COc1ccc(OCCC(=O)Nc2cc(C)on2)cc1	-12	1	17	10	-2	15	1	-33	-2	19	-2
O=C1NC[C@H](Cc2ccccc2)N(C[C@H]2CCCN2C[C@H](Cc2ccccc2)N2C[C@H](Cc3ccc(O)cc3)N(CCc3ccccc3)C(=O)C2=O)C1=O	11	.	-10	-7	5	8	-6	-18	4	0	15
COc1cccc(-n2nc(-c3ccnn3-c3ccc(C)cc3)c(=O)n(C)c2=O)c1	-15	6	8	8	2	16	6	-15	-15	1	-4
Cc1[nH]c2ccccc2c1C(=O)COC(=O)c1c(-c2c(F)cccc2Cl)noc1C	-5	-2	9	31	-19	34	11	6	-3	12	32
COC(=O)c1cnn(-c2cc(Oc3ccccc3)ncn2)c1N	-7	0	-35	-205	1	-15	-15	-42	-56	-150	-11
O=C(CSc1nccn1Cc1ccc(F)cc1)NC1CCCCC1	-7	.	-9	10	10	-10	-29	-15	.	5	6
CCOC(=O)Nc1n[nH]c(NC(=O)OCC)c1[N+](=O)[O-]	-8	-2	-2	-8	2	-10	-11	17	12	10	-4

4 compounds from above, limited to NR2E3 ag-2, C8 TRAIL sens and Shn3 3UTR inh:
Molecule,NR2E3 ag-2,C8 TRAIL sens,Shn3 3UTR inh
O=S(=O)(NC1CCCCC1N1CCN(c2ccc(F)cc2)CC1)c1ccc(Cl)cc1 (stereo unspecified),-1,3,57
Cc1ccccc1NC(C)C(=O)N/N=C/c1c[nH]c2ccccc12 (stereo unspecified),-2,-1,-1
COc1ccc(S(=O)(=O)Nc2cc3c4c(c2)CCN4C(=O)CC3)cc1OC,4,1,-10
O=C(Nc1ccccc1N1CCOCC1)c1ccc([N+](=O)[O-])cc1,-12,-14,-24

The list continues.
SMILES	C8 TRAIL sens	NR2E3 ag-1	Shn3 3UTR inh	Peg3 promoter	KKLEB cytotox	TROY NFkB inh	CF NFkB block	NR2E3 ag-2	MITF TRPM1 inh	HIF-2a inh	TWEAK Fn14 block
COc1ccccc1N1C(=O)C2C(C(=O)c3ccccc3)=NN(c3ccccc3)C2C1=O (stereo unspecified)	5	2	-1	6	-9	5	3	11	6	18	15
CCOc1c(O)ccc(C2NC(=O)N(C)C(C)=C2C(=O)OC)c1[N+](=O)[O-] (stereo unspecified)	-1	3	-1	-8	18	-8	8	-46	2	8	11
COc1ccccc1OCC(=O)NCC1CCCN(C(=O)c2cccc(C)c2)C1 (stereo unspecified)	-5	.	1	-9	-12	9	25	16	.	-6	2
CC(C)N(Cc1nc(-c2ccc3c(c2)OCO3)no1)Cc1nccn1C	-2	1	-13	-12	-14	-5	6	-19	-14	-10	-9
CC12CCC(C/C1=N/NC(=O)COc1ccccc1Cl)C2(C)C (stereo unspecified)	-1	0	-35	-5	17	-7	-10	-11	-12	20	-5
Cc1cc(C)n(-c2c(F)c(F)c(CO)c(F)c2F)n1	-1	3	-11	-2	-1	-9	-11	-6	-11	12	-4
CC(C)N(Cc1nc(-c2ccccc2)no1)C(=O)CSc1ccccc1	-1	0	23	21	-3	8	29	4	21	2	-28
CCc1cc(C(=O)NNC(=O)c2csc(N3CCOCC3)n2)sc1C	-5	.	-2	0	-3	-5	14	-1	7	-4	10
Cc1cccc(NC(=O)CSc2nnc(CNC(=O)c3ccc(S(=O)(=O)N(C)C)cc3)n2-c2cccc(C)c2)c1	-26	2	8	-7	13	16	-8	-4	8	11	11
COc1ccc(CCC(=O)N2CCCc3ccccc32)cc1	-5	1	-7	-17	3	0	11	-8	5	-20	7
COc1ccc(CCC(=O)NCCc2nc3ccccc3[nH]2)cc1	-3	-1	-11	-1	4	-20	-19	-6	3	20	13
CCOC(=O)C1=C(CC)Nc2ccccc2N/C1=N\S(=O)(=O)c1ccc2ccccc2c1	-6	2	7	36	-9	35	24	-17	7	22	6
Cc1ccc(-c2nonc2NC(=O)c2ccco2)cc1	-9	2	0	-4	13	0	-11	-14	-9	-2	-3
CC(C)C(NC(=O)c1ccc(F)cc1)C(=O)N1CCOCC1 (stereo unspecified)	-3	0	-17	-1	-4	7	8	11	.	11	-15
CCCNC(=O)C1(C)CCN(C(=O)c2ccc(F)cc2Cl)C1 (stereo unspecified)	-8	.	49	2	-3	9	1	8	.	1	3
Cc1ccc(S(=O)(=O)NCC(=O)NCc2cc(=O)n(C)c(=O)n2C)cc1	2	-1	0	-11	8	-13	-12	-21	0	0	8
Cc1ccc2c(c1)c1c(n2CC(O)CN2CCC(C)CC2)CCCC1 (stereo unspecified)	9	1	-4	12	0	-10	19	-4	1	-2	9
CCc1cc(-c2n[nH]c(C)c2-c2nc3ccccc3n2C)c(O)c(CN2CCN(C)CC2)c1O	2	-2	-14	-10	-9	3	-4	-11	-17	-26	12
O=S1(=O)C[C@H](N2CC[C@@H](O)C2)[C@@H](COCc2ccccc2)N1	27	.	-3	-4	3	6	13	20	.	18	-13
Cc1ccc(S(=O)(=O)[N-]c2nc3ccccc3nc2-[n+]2cc(C)cc(C)c2)cc1	-15	2	9	2	-1	6	-1	-21	12	14	4
c1ccc2c(-c3c[nH]c4ccccc34)c3ccccc3nc2c1	-5	0	20	14	-14	40	-17	-36	26	30	-7
CC(C)NC(=O)CN1CCN(Cc2nc(-c3cccs3)no2)CC1	5	2	-3	-71	-1	20	2	6	2	10	19
CC(C)NC(=O)COc1ccc(S(=O)(=O)N2CCCC2)cc1	-19	2	8	8	-1	1	0	-9	18	12	-21
COc1cc(/C=C/C(=O)Nc2ccc(C)cc2)cc(OC)c1OC	-10	-1	-9	-5	5	-2	-35	-4	-1	-16	-12
C#CCOCCOCCOCCNc1nc(N2CCN(C(=O)C([C@@H](C)O)n3cc([C@@H](N)CCCCN)nn3)CC2)nc(N2CCN(C(=O)[C@H](CCCN=C(N)N)n3cc(C(N)[C@@H](C)CC)nn3)CC2)n1 (stereo partly specified)	-14	.	-9	-5	-5	-14	-7	-27	2	11	11
COc1ccccc1NCCC(=O)OCC(=O)NC1CC1	1	2	0	0	7	-2	-18	-14	2	17	-10
COc1cccc(CNS(=O)(=O)c2cc(Br)cc3c2N(C(C)=O)C(C)C3)c1 (stereo unspecified)	-1	1	-4	16	-3	7	16	-9	0	-9	-8
C[C@@H]1NC(=O)c2cc([N+](=O)[O-])cc(I)c2NCC[C@@H](C(N)=O)NC(=O)[C@H](CC(N)=O)NC1=O	1	2	-28	-4	7	-3	-12	0	-13	5	3
CCc1ccc(/C=N/NC(=O)c2nnn(-c3nonc3N)c2CN2CCOCC2)cc1	13	-4	3	7	-2	6	0	1	-7	17	-24
Nc1c2c(nc3ccccc13)CCCC2	-4&-10	6&3	-6&3&6	4&-9	-1&-15	-18&2	1&4	-19&-38	-10&-18	1&-2	-17&-5
COc1ccc2nc(NC(=O)CCNC(=O)c3ccccc3Cl)sc2c1	1	-1	-21	-12	-14	-10	6	-27	-4	-37	-4
CCN(CC)C(=O)COc1ccc2c3c(c(=O)oc2c1)CCCC3	7	2	22	-22	7	-11	4	-52	10	-58	-7
COc1ccc(N(CC(=O)NCCc2ccc(C)cc2)S(=O)(=O)c2c(C)noc2C)cc1	-4	0	7	13	-14	22	8	0	3	14	5
CCN1CCN(CC(=O)c2ccc(OC)cc2)CC1	-9	-1	-1	2	19	17	1	-9	-2	12	12
CCOC(=O)N1CCC(NC(=O)c2cc(COc3c(C)cccc3C)on2)CC1	14	-2	19	-23	0	-24	5	8	-6	-33	8
Cc1ccccc1Nc1nc(CSc2nnc(-c3ccoc3C)n2C)cs1	11	-3	-25	-58	8	-8	-17	-22	-27	-69	12
CCCCNC(=O)c1onc(CSc2ccccn2)c1C(=O)NCCCC	-6	-1	18	5	-7	-12	15	22	-1	19	3
COC(=O)c1[nH]c2c(c1C)C(=O)CC(c1cccc(OC)c1)C2 (stereo unspecified)	19	3	2	10	4	7	20	9	19	25	18
Cc1ccc(C(=O)NS(=O)(=O)c2ccc(C)cc2)cc1	10	4	0	5	-2	10	-2	-33	7	15	-11
C=CCn1c(C)nnc1SCC(=O)Nc1ccc2c(c1)OCCO2	8	.	-10	-40	8	5	-21	-4	18	-22	6
COC(=O)c1ccc(CSc2nc3c(cnn3-c3ccc(C)c(C)c3)c(=O)[nH]2)o1	8	5	14	25	8	3	5	-13	-8	11	-29
O=S(=O)(c1cccc(-c2cn3cccnc3n2)c1)N1CCCCCC1	14	0	-12	10	-12	8	-11	-19	5	14	-5
COc1ccc(C(=O)NCCNC(=O)c2ccc(C)nc2)cc1	4	0	2	-4	6	-4	-1	-24	8	2	-1

Nothing new here: two of the compounds above.
SMILES	C8 TRAIL sens	NR2E3 ag-1	Shn3 3UTR inh	Peg3 promoter	KKLEB cytotox	TROY NFkB inh	CF NFkB block	NR2E3 ag-2	MITF TRPM1 inh	HIF-2a inh	TWEAK Fn14 block
c1ccc2c(-c3c[nH]c4ccccc34)c3ccccc3nc2c1	-5	0	20	14	-14	40	-17	-36	26	30	-7
CC(C)NC(=O)CN1CCN(Cc2nc(-c3cccs3)no2)CC1	5	2	-3	-71	-1	20	2	6	2	10	19
